High-throughput results from PubChem BioAssay.
PME-1 inh: PME-1 (human) inhibition; Q9Y570; recombinant PME-1, FP-Rh probe fluorescence polarization; inhibition, % at 5.9 µM; actives 0.53% (n = 320,000);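 active = inhibition above the campaign mean of all compounds plus 3 SD, cut at about 26% in these data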;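 note: competitive labeling of PME-1 active site by serine hydrolase directed probe; 0% = PME-1 with DMSO and 100% = wells lacking PME-1 enzyme; inhibitors block probe labeling so polarization falls and inhibition rises; many of its hits are not listed in these tables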
PAD4 inh: inhibitors of human PAD4; actives 0.41% (n = 330,000); recombinant PAD4, RCA probe fluorescence polarization; inhibition, % at 6.36 µM;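 active = percent inhibition above a cutoff equal to the mean of all tested compounds plus 3 SD, cut at about 15% in these data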;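 note: 0% = PAD4 with RCA probe and DMSO and 100% = probe without PAD4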
LYPLA1 inh: counter-screen for PME1 inhibitors: inhibitors of human LYPLA1; O75608; recombinant LYPLA1, FP-Rh probe fluorescence polarization; inhibition, % at 5.9 µM; actives 0.16% (n = 320,000); AID 2174;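 active = inhibition above the mean of all tested compounds plus 3 SD, set per campaign, cut at about 14% in these data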;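 note: inhibitors block serine hydrolase probe labeling of LYPLA1 so polarization falls; 0% = enzyme with DMSO and 100% = wells lacking LYPLA1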
Target sequence (O75608 whole entry, looked up): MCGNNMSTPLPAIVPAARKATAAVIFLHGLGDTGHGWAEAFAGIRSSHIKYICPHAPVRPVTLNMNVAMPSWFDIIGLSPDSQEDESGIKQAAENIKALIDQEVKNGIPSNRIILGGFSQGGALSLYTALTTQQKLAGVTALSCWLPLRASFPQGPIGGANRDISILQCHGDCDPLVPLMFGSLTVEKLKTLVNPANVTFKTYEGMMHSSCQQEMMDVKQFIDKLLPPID
LYPLA2 counter: blocks human lysophospholipase 2, a PME1 counter-screen | O95372 | recombinant LYPLA2, FP-Rh probe fluorescence polarization | inhibition, % at 5.9 µM | actives 0.38% (n = 320,000) | AID 2177;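 active = inhibition above the screen-wide mean plus 3 SD, limit set per campaign, cut at about 26% in these data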;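 note: 0% = LYPLA2 with DMSO and 100% = wells lacking LYPLA2 enzyme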
PAFAH1B3 inh: blocks human PAF acetylhydrolase 1B catalytic subunit 3; Q15102; recombinant PAFAH1B3, FP-rhodamine probe, fluorescence polarization; inhibition, % at 3.39 µM; actives 0.28% (n = 340,000);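 active = inhibition above the screen-wide average of all tested compounds plus 3 SD, cut at about 25% in these data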;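 note: 0% = enzyme with DMSO only and 100% = wells lacking PAFAH1B3 protein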
Target sequence (Q15102 whole entry, looked up): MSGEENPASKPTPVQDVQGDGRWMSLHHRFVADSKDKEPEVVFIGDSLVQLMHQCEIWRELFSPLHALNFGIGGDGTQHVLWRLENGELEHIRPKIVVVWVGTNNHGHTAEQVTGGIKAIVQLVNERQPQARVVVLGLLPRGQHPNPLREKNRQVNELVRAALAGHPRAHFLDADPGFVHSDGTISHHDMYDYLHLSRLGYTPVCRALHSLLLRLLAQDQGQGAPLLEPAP
pPAFAH FP inh: inhibitors of human plasma PAF acetylhydrolase (pPAFAH); actives 1.5% (n = 330,000); Q13093; recombinant pPAFAH, FP-rhodamine probe fluorescence polarization; inhibition, % at 3.39 µM;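 active = inhibition above the mean inhibition across the screen plus 3 SD, cut at about 25% in these data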;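 note: inhibitors block binding of the rhodamine activity-based probe so polarization drops; 0% = enzyme with DMSO and 100% = wells lacking pPAFAH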
PAFAH2 FP inh: PAFAH2 (human) inhibition; Q99487; recombinant PAFAH2, FP-rhodamine activity probe, fluorescence polarization; inhibition, % at 3.39 µM; actives 0.99% (n = 340,000); AID 492956;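 active = inhibition above the mean over all tested compounds plus 3 SD, cut at about 30% in these data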;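 note: inhibitors block probe labeling of enzyme so polarization drops; 0% = enzyme with DMSO and 100% = wells lacking PAFAH2 protein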
PAFAH1B2 FP inh: PAFAH1B2 (human) inhibition | P68402 | recombinant PAFAH1B2, FP-rhodamine activity probe, fluorescence polarization | inhibition, % at 3.39 µM | actives 1.2% (n = 340,000);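 active = inhibition above the mean of all tested compounds plus 3 SD, cut at about 24% in these data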;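 note: 0% = enzyme with DMSO and 100% = wells lacking PAFAH1B2; many of its hits are not listed in these tables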
Target sequence (P68402 whole entry, looked up): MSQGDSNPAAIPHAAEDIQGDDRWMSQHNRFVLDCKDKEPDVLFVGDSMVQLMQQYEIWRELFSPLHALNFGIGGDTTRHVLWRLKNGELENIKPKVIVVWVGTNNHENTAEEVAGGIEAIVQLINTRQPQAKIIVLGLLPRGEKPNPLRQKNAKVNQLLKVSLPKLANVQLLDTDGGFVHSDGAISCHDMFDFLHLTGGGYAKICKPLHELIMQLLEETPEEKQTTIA
GSTO1 inh: counter-screen for RBBP9 inhibitors: inhibitors of human GSTO1; P78417; recombinant GSTO1, activity-based probe fluorescence polarization; inhibition, % at 5.96 µM; actives 1.1% (n = 300,000);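 active = inhibition above the campaign mean inhibition plus 3 SD, cut at about 35% in these data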;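 note: 0% = GSTO1-1 with DMSO and 100% = wells lacking GSTO1-1 enzyme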
* hit, by the source's call; / = no result given. Not all compounds are listed; count on the stated rates, not on these rows.

mol,PME-1 inh,PAD4 inh,LYPLA1 inh,LYPLA2 counter,PAFAH1B3 inh,pPAFAH FP inh,PAFAH2 FP inh,PAFAH1B2 FP inh,GSTO1 inh
O=C(O)C1C2C=CC(O2)C1C(=O)NCCC1=CCCCC1 (stereo not given),0,-6,2,-4,2,0,-10,0,-5
N#Cc1c(C(F)(F)F)cc(-c2ccccc2)nc1SCC(=O)N1CCOCC1,5,-1,-5,0,-7,-1,-5,5,-7
Cc1cc(C)c(S(=O)(=O)N2CCCOC2CNC(=O)C(=O)NCc2cccnc2)c(C)c1 (stereo not given),2,-3,2,-1,0,-1,7,1,9
Cc1ccc(-n2c(SCC(=O)N3CCCC3)nc3c(c2=O)SCC3)cc1,-4,-3,0,1,/,8,/,/,-9
CCOc1cccc(CN2CCC(Oc3ccc(C(=O)NCc4ccccn4)cc3)CC2)c1,0,-3,5,17,4,9,6,2,4
Cc1nn(CCC(=O)Nc2cccc(C#N)c2)c(C)c1S(=O)(=O)N1CCCCC1,5,6,4,4,6,7,5,-5,-5
Cc1ccc(-n2nc3ccc(NC(=O)/C=C/c4ccco4)cc3n2)cc1C,-68,-11,-30,-61,-26,-4,-31,-9,-16
Cc1cc(C)c(C#N)c(OCC(=O)c2ccccc2)n1,8,-4,-1,9,10,0,6,2,-2
COc1cc(NC(=O)c2ccc3c(=O)n(Cc4ccco4)c(=S)[nH]c3c2)cc(OC)c1OC,21,1,-14,-18,24,16,-27,18,-7
COc1ccc(Cl)cc1C(=O)NNC(=O)c1cc2ccccc2o1,/,-5,/,/,4,4,6,5,/
COc1ccc(-c2ccc3c(c2)c(C#Cc2ccsc2)c(-c2cc(OC)cc(OC)c2)n3C)cc1,/,-3,/,/,-2,-3,8,0,/
Cc1ccccc1CS(=O)(=O)c1snnc1C,-5,1,0,4,7,-3,14,3,0
CCOc1cnc(-c2ccc(OC)cc2)o1,-5,1,2,-1,-4,4,10,4,-3
Cc1cc(Cl)nc(Cl)c1C(=O)NCc1ccc(Cl)cc1,3,-1,1,14,3,-3,-5,6,4
CSCCC(NC(=O)c1ccc(Cl)cc1)C(=O)OCC(=O)NCc1ccco1 (stereo not given),0,-1,3,0,-2,1,4,1,5
CC(=O)c1ccc(OCCCC(=O)OCC(=O)N2CCN(c3ccccc3)CC2)cc1,-1,0,2,4,6,7,-2,1,-2
CCc1ccc(NC(=S)N(CCOC)C2CCN(C(C)=O)CC2)cc1,-6,-5,0,-2,14,4,3,5,-1
CC1=C(C(=O)OCc2ccccc2)C(c2ccc(Br)cc2)NC(=O)N1CCCCCC(=O)O (stereo not given),-3,-6,2,-3,5,13,2,1,3
CC1CCCC(C)N1C(=O)c1cc(-c2cccs2)on1 (stereo not given),1,-2,-4,0,7,7,0,3,0
CSCCC(NC(=O)c1ccco1)c1nc2ccccc2[nH]1 (stereo not given),5,-4,-2,-5,-1,4,6,-1,4
CSc1ncc(CN2CCN(C(C)C)C(CCO)C2)cn1 (stereo not given),-3,-1,1,-1,3,-1,0,4,8
Cc1cc(C)n2nc(SCC(=O)Nc3c(C)n(C)n(-c4ccccc4)c3=O)nc2n1,0,-5,-1,4,-5,-1,-10,2,-4
C[n+]1ccc(/C=N/Nc2nc(Cl)c(C#N)c(Cl)c2Cl)cc1,-9,0,-4,-2,6,6,4,11,30
COc1cc(C(=O)N[C@H](C(=O)OCC(=O)NC2CCCCCC2)C(C)C)cc(OC)c1OC,/,-3,/,/,10,7,12,8,/
CCCn1c(SCC(=O)Nc2ccccc2CC)nnc1C(C)C,-4,1,2,0,-4,7,-11,10,-2
CC(Sc1nnc(C(C)Oc2ccccc2F)o1)C(=O)NCc1ccc2c(c1)OCO2 (stereo not given),0,4,2,0,1,5,-5,1,/
CC(C)(C)NC(=O)c1cccnc1Sc1ccccc1,2,-3,2,-3,9,1,5,3,5
Cc1ccc(-n2c(SCC(=O)O)nc3sc4c(c3c2=O)C(C)CCC4)cc1 (stereo not given),-16,3,-2,0,-1,-4,9,3,-6
COc1ccccc1NC(=O)CCSc1nc(C)cc(C)n1,-4,-7,-3,2,-11,-7,-2,1,1
CN(CCc1ccccc1)Cc1nc(-c2cnccn2)no1,-4,4,4,12,8,5,3,3,11

Rewritten with values under each structure: part of the list above
Each structure is followed by: PME-1 inh, PAD4 inh, LYPLA1 inh, LYPLA2 counter, PAFAH1B3 inh, pPAFAH FP inh, PAFAH2 FP inh, PAFAH1B2 FP inh, GSTO1 inh
CC1=C(C(=O)OCc2ccccc2)C(c2ccc(Br)cc2)NC(=O)N1CCCCCC(=O)O (stereo not given)
  -3, -6, 2, -3, 5, 13, 2, 1, 3
CC1CCCC(C)N1C(=O)c1cc(-c2cccs2)on1 (stereo not given)
  1, -2, -4, 0, 7, 7, 0, 3, 0
CSCCC(NC(=O)c1ccco1)c1nc2ccccc2[nH]1 (stereo not given)
  5, -4, -2, -5, -1, 4, 6, -1, 4
CSc1ncc(CN2CCN(C(C)C)C(CCO)C2)cn1 (stereo not given)
  -3, -1, 1, -1, 3, -1, 0, 4, 8
Cc1cc(C)n2nc(SCC(=O)Nc3c(C)n(C)n(-c4ccccc4)c3=O)nc2n1
  0, -5, -1, 4, -5, -1, -10, 2, -4
C[n+]1ccc(/C=N/Nc2nc(Cl)c(C#N)c(Cl)c2Cl)cc1
  -9, 0, -4, -2, 6, 6, 4, 11, 30
COc1cc(C(=O)N[C@H](C(=O)OCC(=O)NC2CCCCCC2)C(C)C)cc(OC)c1OC
  /, -3, /, /, 10, 7, 12, 8, /
CCCn1c(SCC(=O)Nc2ccccc2CC)nnc1C(C)C
  -4, 1, 2, 0, -4, 7, -11, 10, -2

The list goes on:
Molecule | PME-1 inh | PAD4 inh | LYPLA1 inh | LYPLA2 counter | PAFAH1B3 inh | pPAFAH FP inh | PAFAH2 FP inh | PAFAH1B2 FP inh | GSTO1 inh
NC(=O)c1c(-c2ccccc2)oc2ccc(O)cc12 | -1 | -6 | 1 | -4 | 10 | 3 | -4 | -1 | -4
CC(CC(=O)O)CC(=O)N1CCN(S(=O)(=O)c2cccs2)CC1 (stereo not given) | -6 | -1 | 5 | 3 | 2 | 7 | 0 | 6 | 1
Cc1[nH]n(-c2ccccc2)c(=S)c1C=Nc1ccc([N+](=O)[O-])cc1 | -1 | 1 | -3 | -3 | 7 | -3 | 7 | 6 | -12
Cc1nn(C)c(C(=O)Nc2ccn(C34CC5CC(CC(C5)C3)C4)n2)c1[N+](=O)[O-] | -8 | 0 | -6 | -19 | 5 | 0 | 1 | 11 | 0
CN1CC(=O)N2C(c3ccc(Cl)cc3)c3[nH]c4ccccc4c3C[C@H]2C1=O (stereo not given in full) | -1 | -2 | 0 | -3 | 2 | 2 | 6 | 3 | 11
O=C(O)C1Nc2c(Cl)cc(Cl)c(Cl)c2C2C=CCC12 (stereo not given) | 18 | -5 | -1 | 10 | 9 | 41* | 55* | 11 | 26
Cc1nn(C(=O)C2CC2)c(C)c1Sc1ccc(Cl)cc1 | -6 | -2 | 0 | -1 | 7 | 7 | 3 | 3 | 2
CCOC(=O)N1CCN(C(=O)/C(=C\c2ccc(SC)cc2)NC(=O)c2ccccc2)CC1 | 2 | -4 | -5 | 4 | 1 | 10 | 6 | 1 | 2
Cn1nccc1C(=O)N/N=C/c1c(O)ccc2ccccc12 | 5 | -4 | -5 | -6 | 11 | 23 | 9 | 15 | 21
COc1cc2c(cc1OC)C1=C(C#N)CCC(=O)N1CC2 | 1 | -2 | 3 | 2 | 2 | 0 | 2 | 2 | -4
CCCSc1ccc2nc(NC(=O)OC)[nH]c2c1 | -1 | 0 | 2 | 0 | 0 | 2 | 0 | 1 | 5
CCc1cc2c(=O)n(CC(C)C)cnc2s1 | 4 | 4 | 2 | 9 | 2 | 7 | 1 | -1 | -1
CCc1ccc(Nc2ncnc3nc[nH]c23)cc1 | 10 | -2 | 3 | 5 | 9 | 0 | 3 | 5 | 5
CCOC(=O)c1[nH]c2ccc(Br)cc2c1NC(=O)CCN1CCC(C(=O)OCC)CC1 | -1 | -4 | -3 | -4 | 2 | 14 | -2 | -2 | 3
CC1(C)CC(N2CCCCC2)=CC(=[N+]2CCCCC2)C1 | -3 | 0 | -1 | 2 | -1 | 2 | 2 | 0 | 5
COc1cccc(CN2C(=O)c3ccccc3S2(=O)=O)c1 | 0 | 2 | 0 | 8 | 1 | 3 | 8 | 2 | 0
CCn1c(COc2ccc(C)cc2)nnc1SCC(=O)Nc1ccc2c(c1)OCCO2 | -1 | -4 | -4 | 4 | -1 | -3 | 2 | -3 | 7
CCOC(=O)CSc1nc(N)c(C#N)c(-c2cccs2)c1C#N | 2 | -2 | 1 | -2 | 11 | -4 | 3 | -2 | -81
CCn1nc(C)c(Oc2ccccc2O)c1C | -2 | 3 | 2 | 4 | 7 | -1 | -1 | -4 | 2
CC(C)(C)OC(=O)N1CCC(NC(=O)c2[nH]cnc2C(=O)N[C@@H](Cc2ccccc2)C(=O)OCc2ccccc2)CC1 | 4 | -5 | -10 | -29 | -12 | 7 | -15 | -2 | -3
CCOC(=O)C1C(c2cccc(F)c2)NC(=S)NC1(O)C(F)(F)F (stereo not given) | 1 | -4 | -7 | -4 | 6 | 2 | 4 | 5 | 4
CCCOC(=O)C[N+](C)(C)CCOC1CC2CCC1(C)C2(C)C (stereo not given) | -2 | -3 | -2 | -7 | 3 | 0 | 2 | -2 | -9
